High-throughput results as filed in PubChem.
HP1b chromo inh – inhibitors of HP1-beta chromodomain binding to methylated histone tails; P83916; AlphaScreen HP1-beta / biotin-H3K9me3 peptide binding; Potency, µM (series often up to 114 µM), without a hit: at the highest dose activity change, negative = inhibition, actives largely listed as inhibitors; 390,000 compounds, 0.56% hits; further: nearly all actives have a fitted effect of over 70% in size; inactives centre near 23
Target sequence (P83916 whole entry, looked up): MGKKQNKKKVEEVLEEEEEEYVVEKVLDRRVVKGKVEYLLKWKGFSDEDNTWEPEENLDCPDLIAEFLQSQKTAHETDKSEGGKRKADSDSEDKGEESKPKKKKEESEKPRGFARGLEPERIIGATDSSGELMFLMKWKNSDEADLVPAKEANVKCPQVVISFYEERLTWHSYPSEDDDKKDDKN
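Compound inhibition of the preformed complex between 50 nM HP1-beta and 50 nM biotinylated H3K9me3 peptide was read by AlphaScreen. Buffer was PBS pH 7.4 with 0.01% Tween-20. Incubations ran 30 min at room temperature, with 10 ug/mL donor/acceptor beads.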
BLM inh – Bloom syndrome helicase (human) inhibition; 350,000 compounds, 0.2% hits; recombinant BLM DNA unwinding, fluorescence dequenching; Potency, µM (doses to about 56.1 µM), for inactives: top-dose activity change, negative = inhibition, usual class: inhibitors; P54132;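 further: plate controls were vehicle for no effect and no enzyme for full effect; nearly all actives have a fitted effect of over 35% in size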
Pin1 inhibitor – human Pin1 inhibition; Q13526; Pin1 FP peptide displacement, HiFluor488, 10 min; Potency, µM (doses to about 115 µM), without a hit: top-dose activity, negative = inhibition, usual class: inhibitors; 390,000 compounds, 0.009% hits; AID 504891; active means well fitted inhibition curve with a large enough effect in the polarisation, with a control signal flat, not every such curve was filed as active; inconclusive means small, poorly fitted or top-dose-only effect, or effect the other way, or a change in a side signal; inactive means no such curve, though single readings can be large or run the other way; the % refers to the polarisation; further: on the % scale 0 is the no-effect control and ±100 the full control effect
Target sequence (Q13526 whole entry, looked up): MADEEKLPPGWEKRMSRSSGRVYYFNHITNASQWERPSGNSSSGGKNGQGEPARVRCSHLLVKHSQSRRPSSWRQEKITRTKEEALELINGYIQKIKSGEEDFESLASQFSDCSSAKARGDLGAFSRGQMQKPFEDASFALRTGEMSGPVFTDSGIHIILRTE
GLS inh – blocks human kidney-isoform glutaminase activity | O94925 | GLS enzymatic activity, qHTS titration | Potency, µM (highest dose often 45.5 µM), inactives show top-dose activity change, negative = inhibition, actives largely listed as inhibitors | 410,000 compounds, 0.21% hits | AID 624170; further: on the % scale 0 is the no-effect control and ±100 the full control effect
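Human kidney-isoform GLS in 45 mM KH2PO4 pH 8.2, 0.02% Tween-20, with compound, started with 1mM L-Glutamine (added stock). Glutamate oxidase/HRP/Amplex red coupled fluorescence read at start and after 30 min at RT.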
Tb PGK inh – blocks T. brucei phosphoglycerate kinase; 380,000 compounds, 0.043% hits; Potency, µM (highest dose often 57.5 µM), without a hit: at the top dose activity change, negative = inhibition, usual class: inhibitors; PGK/GAPDH coupled, Kinase-Glo luminescence, 60 min; further: on the % scale 0 is the no-effect control and ±100 the full control effect; nearly all actives have a fitted effect of over 60% in size
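Luminescent ATP detection (Kinase-Glo Plus) follows a 60-minute room-temperature incubation, with wells lacking PGK as controls. Buffer: 100 mM TEA (pH 7.6), 5 mM MgCl2, 0.01% Tween-20. Coupling enzyme GAPDH (100 nM final) supplies unstable 1,3-BPG in-well.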
G9a block – G9a (human) methyltransferase inhibition; 350,000 compounds, 8.8% hits; G9a H3K9 monomethylation, AlphaScreen, 2 h; AID 504332; Q96KQ7; Potency, µM (highest dose often 102 µM), inactives show at the top dose activity, negative = inhibition, hits mostly inhibitors; further: on the % scale 0 is the no-effect control and ±100 the full control effect; nearly all actives have a fitted effect of over 75% in size
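Step 1: enzyme (final 20 nM) with compound, 15 min RT. Step 2: substrate peptide 500 nM and SAM 20 uM, 2 h RT. Step 3: anti-H3K9me1 antibody and AlphaScreen beads, 10 min, then plate read.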
JMJD2A Tudor – JMJD2A Tudor domain (human) inhibition | O75164 | AlphaScreen JMJD2A-Tudor / H3K4me3 peptide binding | Potency, µM (top dose mostly 114 µM), for the others: at the highest dose activity change, negative = inhibition, most hits filed as inhibitors | 390,000 compounds, 4.4% hits | AID 504339; further: on the % scale 0 is the no-effect control and ±100 the full control effect; nearly all actives have a fitted effect of over 50% in size
BAZ2B block – BAZ2B (human) inhibition | Q9UIF8 | AlphaScreen BAZ2B-H3K14Ac peptide displacement | Potency, µM (doses to about 114 µM), for the others: top-dose activity change, negative = inhibition, actives largely listed as inhibitors | 360,000 compounds, 4.4% hits | AID 504333; further: on the % scale 0 is the no-effect control and ±100 the full control effect; nearly all actives have a fitted effect of over 60% in size
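In this displacement format the biotinylated H3(5-23) peptide acetylated at Lys14 serves as ligand at 50 nM, with BAZ2B at 50 nM in PBS pH 7.4 containing 0.01% Tween-20. Donor and acceptor beads are 10 ug/mL final.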
POLI inh – blocks human DNA polymerase iota activity. Pol iota fluorescent replication assay, 10 min. Potency, µM (titrated, usually from 115 µM), inactives show top-dose activity, negative = inhibition, hits mostly inhibitors. Q9UNA4. AID 588590. 390,000 compounds, 1% hits
Target sequence (Q9UNA4 whole entry, looked up): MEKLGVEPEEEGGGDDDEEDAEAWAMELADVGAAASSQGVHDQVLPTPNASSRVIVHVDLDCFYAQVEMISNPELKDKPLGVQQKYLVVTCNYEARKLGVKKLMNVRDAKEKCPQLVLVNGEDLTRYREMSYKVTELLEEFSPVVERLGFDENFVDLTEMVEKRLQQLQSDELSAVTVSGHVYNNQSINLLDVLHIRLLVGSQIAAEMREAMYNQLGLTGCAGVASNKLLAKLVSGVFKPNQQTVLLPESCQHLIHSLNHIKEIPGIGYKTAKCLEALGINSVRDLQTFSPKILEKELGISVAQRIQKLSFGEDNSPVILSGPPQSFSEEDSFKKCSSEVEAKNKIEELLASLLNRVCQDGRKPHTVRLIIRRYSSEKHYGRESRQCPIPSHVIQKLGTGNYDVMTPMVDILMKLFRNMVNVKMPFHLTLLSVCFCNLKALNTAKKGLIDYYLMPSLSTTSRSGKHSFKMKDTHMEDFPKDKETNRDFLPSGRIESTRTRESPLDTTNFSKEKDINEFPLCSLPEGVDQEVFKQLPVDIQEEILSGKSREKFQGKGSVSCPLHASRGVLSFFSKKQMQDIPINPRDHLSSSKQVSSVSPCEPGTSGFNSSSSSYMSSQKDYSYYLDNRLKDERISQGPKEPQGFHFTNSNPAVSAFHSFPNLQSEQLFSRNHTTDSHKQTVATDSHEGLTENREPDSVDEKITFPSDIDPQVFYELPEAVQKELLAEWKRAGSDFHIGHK
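Pol iota at 10 nM preincubated 15 min with compounds at room temperature; reaction started with fluorescent substrate, 50 nM final. Fluorescence read kinetically at 0 and 10 min; buffer-only wells as negative control.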
Starred values were filed as active, the others as inactive; i = inactive; ? = inconclusive; / = no result given; & = joins results of further samples; [ ] = another dose, or the depositor's remark. Unless noted, the call rests on the fitted dose curve; in most records, active means well fitted curve in the direction sought with a large enough effect; inconclusive means small, poorly fitted or top-dose-only effect, or another doubt; inactive means no such curve, though single readings can be large; an effect the other way counts as inactive or inconclusive. Potency means the concentration at half of the fitted maximal effect. Only part of the results is shown; count on the stated rates, not on these rows.

cpd	HP1b chromo inh	BLM inh	Pin1 inhibitor	GLS inh	Tb PGK inh	G9a block	JMJD2A Tudor	BAZ2B block	POLI inh	structure
1	31.6%	0.2%	1.9%	-1.7%	-8.4%	50.1µM*	-16.8%	-10.5%	175.7%[activator]	CC(C)NC(=O)CCCn1cc([N+](=O)[O-])cn1
2	24.6%	/	-9.7%	-4.5%	-7.5%	/	-5.6%	/	?	COc1cc(C2OC(=O)C3C(c4ccc(OC(C)=O)c(OC)c4)OC(=O)C23)ccc1OC(C)=O (stereo unspecified)
3	38.7%[activator]	-2.5%	2.2%	-1.5%	-7.3%	?	-11.3%	3.7%	-13.8%	CC(C)N1C(=O)CCC1C(=O)N1CCN(c2ccccn2)CC1 (stereo unspecified)
4	38.1%	-1.7%	-1.2%	5.5%	-4.0%	11.1%	3.2%	-0.8%	27.2%	O=[N+]([O-])/C=C1/CCCCCN1
5	42.9%[activator]	-0.6%	-1.6%	1.4%	-1.7%	26.5%	6.1%	-2.0%	16.3%	CCn1cc(Cl)c(C(=O)Nc2nccs2)n1
6	24.5%	-1.1%	-1.0%	2.2%	1.7%	-10.1%[12.7 µM]	-2.9%	7.1%	21.3%	Cc1ccc(S(=O)(=O)N2CCCC(C(=O)NCCC3=CCCCC3)C2)cc1 (stereo unspecified)
7	55.0%[activator]	2.3%	-4.8%	1.3%	9.5%	/	10.0%	13.0%[57.1 µM]	17.9%&24.9%	COc1ccc(-c2cn(Cc3cccc(OC)c3)nn2)cc1
8	36.3%	5.0%	?	-9.1%	-4.4%	-13.3%[59 µM]	?	-9.0%	?	Cc1cccn2c(=O)c3cc(C(=O)NCc4ccco4)c(=N)n(CCc4ccccc4)c3nc12
9	43.6%	1.7%	0.3%	-4.2%	-1.5%	1.0%	4.1%	-2.8%	7.2%	C=C(Cl)COc1cc(C)cc2oc(=O)cc(CC)c12
10	44.5%[activator]	-8.6%	-0.4%	6.6%	0.7%	?	-3.8%	-4.8%	10.9%	O=C(O)c1ccccc1C(=O)Nc1ccc(S(=O)(=O)NC2CCCCC2)cc1
11	29.8%	-12.1%	-0.9%	0.5%	-6.3%	-32.1%[59 µM]	-4.8%	8.6%	13.8%	COc1ccc(C(C)NC(=O)c2ccccc2Cl)cc1OC (stereo unspecified)
12	16.5%	/	4.6%	0.2%	4.1%	9.7%[0.501 µM]	-10.1%	-2.1%	4.6%	Cc1nc(-c2ccc(F)cc2)c(CC(=O)Nc2cccc(S(=O)(=O)N3CCOCC3)c2)s1

A different layout for part of the listing above.
cpd	molecule	HP1b chromo inh	BLM inh	Pin1 inhibitor	GLS inh	Tb PGK inh	G9a block	JMJD2A Tudor	BAZ2B block	POLI inh
4	O=[N+]([O-])/C=C1/CCCCCN1	38.1%	-1.7%	-1.2%	5.5%	-4.0%	11.1%	3.2%	-0.8%	27.2%
7	COc1ccc(-c2cn(Cc3cccc(OC)c3)nn2)cc1	55.0%[activator]	2.3%	-4.8%	1.3%	9.5%	/	10.0%	13.0%[57.1 µM]	17.9%&24.9%
8	Cc1cccn2c(=O)c3cc(C(=O)NCc4ccco4)c(=N)n(CCc4ccccc4)c3nc12	36.3%	5.0%	?	-9.1%	-4.4%	-13.3%[59 µM]	?	-9.0%	?
10	O=C(O)c1ccccc1C(=O)Nc1ccc(S(=O)(=O)NC2CCCCC2)cc1	44.5%[activator]	-8.6%	-0.4%	6.6%	0.7%	?	-3.8%	-4.8%	10.9%

(listing goes on)
cpd	HP1b chromo inh	BLM inh	Pin1 inhibitor	GLS inh	Tb PGK inh	G9a block	JMJD2A Tudor	BAZ2B block	POLI inh	structure
13	33.8%	1.9%	0.3%	11.5%	-9.6%	48.3%[activator]	5.2%	6.7%	90.1%[activator]	COCc1cc(N2CCCC2)nc(-c2ccccc2)n1
14	6.1%	-0.3%	-11.7%	8.2%	0.0%	7.1%	-2.1%	3.2%	-5.5%	COc1ccc(CNC(=O)CN(C(=O)c2snc(C(N)=O)c2N)c2ccccc2F)cc1
15	30.0%	-5.3%	0.1%	-18.6%	i	13.5%	-3.8%	-7.7%	-0.8%	CCC(=O)Nc1ccc2c(c1)Cc1cc(NC(=O)CC)ccc1-2
16	-0.3%	-6.7%	0.6%	10.2%	13.5%	-14.9%	-7.9%	-14.0%	14.5%	Cc1ccc(NC(=O)CN(C)C(=O)Cc2ccc(Cl)cc2Cl)cc1
17	36.5%[activator]	2.7%	?	0.7%	-3.7%	?	-6.1%	-4.2%	1.1%	Cc1cc(N2CCCCC2)nc(SCC(=O)c2ccccc2)n1
18	-18.1%	-4.1%	13.6%	-8.8%	1.7%	8.9%[59 µM]	?	-35.8%	0.3%	CC1=C(C(=O)OCCNC(=O)c2ccccc2O)C(c2ccccc2[N+](=O)[O-])C(C(=O)OCC2CCCO2)=C(C)N1 (stereo unspecified)
19	16.7%	-3.5%	1.9%	-3.7%	0.5%	19.3%	-25.9%	-14.6%	12.0%	Cc1ccc(NC(=O)c2cc(N3C(=O)CCC3=O)ccc2N2CCCCC2)cc1
20	-17.7%	-10.7%	-7.9%	13.7%	-6.1%	/	-21.6%	1.3%	21.8%	O=C(NNC(=S)Nc1ccc(F)cc1)[C@H]1C[C@@H]1c1ccccc1
21	34.8%	3.2%	-1.0%	-3.7%	i	?	-16.3%	?	?	CC(C)C[C@H](NC(=O)c1cc2cc(Cl)ccc2n1C)C(=O)N1CCC[C@H]1C(=O)O
22	-13.6%	-11.3%	-5.8%	8.5%	i	15.8µM*	-24.0%	2.6%	16.7%	S=C(Nc1cccnc1)NC1CCCC1
23	45.9%[activator]	-8.7%	?	-6.1%	-14.4%	18.3%	-14.4%	4.5%	60.4%[activator]	COc1ccc(NC(=O)CSc2nc3[nH]c(=O)[nH]c(=O)c3s2)cc1OC
24	25.2%	-1.9%	3.7%	-0.4%	-1.5%	-7.5%	-15.3%	5.9%	-0.1%	Cc1cccnc1NC(=O)Nc1cccs1

(further entries)
cpd	HP1b chromo inh	BLM inh	Pin1 inhibitor	GLS inh	Tb PGK inh	G9a block	JMJD2A Tudor	BAZ2B block	POLI inh	structure
25	7.4%	/	15.2%	1.5%	-2.6%	-14.5%	-6.9%	4.2%	1.6%	O=C(Nc1nc(-c2cc(F)ccc2F)cs1)c1cccc(N2C(=O)CCC2=O)c1
26	26.6%	-1.0%	20.8%	-7.8%	10.1%	-11.4%[59 µM]	-20.6%	-8.0%	11.4%	COc1ccc(/C=N/NC(=O)CN(Cc2ccccc2)S(=O)(=O)c2ccc3c(c2)OCCO3)cc1
27	-25.4%	-14.3%	0.0%	7.8%	-7.5%	2.0%[12.7 µM]	?	?	1.7%	O=C1c2[nH]nc(-c3ccccc3O)c2C(c2cccc(Cl)c2)N1Cc1ccco1 (stereo unspecified)
28	6.6%	/	-5.6%	0.0%	-4.8%	?	?	22.7%	7.4%	CC(C)CN1C(=O)C(=O)N(CC(=O)NC(C)CCc2ccccc2)C1=O (stereo unspecified)
29	-1.3%	-6.5%	18.4%	-3.3%	-7.7%	?	-33.8%[57.1 µM]	-13.4%	98.8%[activator]	COc1cccc(/C=C2\SC(=S)N(c3cccnc3)C2=O)c1OC
30	39.4%[activator]	-2.1%	3.4%	-4.2%	-7.4%	-2.7%	5.4%	-26.4%	165.6%[activator]	Cc1cc(C)c(NC(=O)CN2C(=O)NC(CCc3ccccc3)C2=O)c(C)c1 (stereo unspecified)
31	9.7%	-1.8%	-2.4%	38.2%[activator]	-7.9%	-19.0%[59 µM]	-21.2%	0.6%	5.8%[58.9 µM]	COCCn1c(N2CCN(c3ccc(OC)cc3)CC2)nc2c1c(=O)n(C)c(=O)n2C
32	4.1%	/	1.6%	5.1%	-3.1%	-29.7%	-26.2%	-34.9%	27.4%	COc1ccc(C(CNC(=O)c2ccc(NS(=O)(=O)c3ccc(F)c(C)c3)cc2)N2CCOCC2)cc1 (stereo unspecified)
33	21.0%	1.6%	0.7%	-10.2%	-1.7%	9.3%	0.0%	3.8%	8.6%	CC(=O)Nc1ccc(N(CC(=O)NCC2CCCO2)C(=O)CCC(=O)Nc2cc(C)on2)cc1 (stereo unspecified)
34	20.5%	-2.0%	?	1.3%	0.1%	-35.2%	-6.9%	-0.9%	16.1%	COc1ccc(C(=O)COC(=O)CCN=C2NS(=O)(=O)c3ccccc32)cc1OC
35	10.3%&11.7%	-0.5%&-8.0%	?	3.9%&-0.3%	-9.4%	3.5%	-6.0%&-18.6%	-8.4%[57.1 µM]	2.4%	CCC(=O)N1CCc2cc(S(=O)(=O)NC(Cc3ccccc3)C(=O)O)ccc21 (stereo unspecified)
36	23.1%	0.9%	5.4%	1.3%	-7.2%	3.7%	-12.5%	0.6%	7.5%	Cc1nc2cc(C(F)(F)F)ccc2n1C1CCN(C(=O)N2CCOCC2)CC1

The list goes on:
cpd	HP1b chromo inh	BLM inh	Pin1 inhibitor	GLS inh	Tb PGK inh	G9a block	JMJD2A Tudor	BAZ2B block	POLI inh	structure
37	28.3%	0.0%	-0.1%	5.2%	1.8%	-27.0%[59 µM]	-4.3%	-12.7%	18.1%	O=C(OCc1cc(=O)n2nc(C3CCCCC3)sc2n1)c1ccc(F)cc1
38	42.9%[activator]	-3.3%	-2.2%	-2.1%	/	-0.1%[59 µM]	4.8%	4.4%	-12.1%	CCOC(=O)c1cc2c(=O)n3ccccc3nc2n(CCOC)c1=NC(=O)c1c(-c2ccccc2Cl)noc1C
39	-8.8%	-8.1%	15.5%	2.1%	-7.9%	-16.0%[59 µM]	-31.4%	0.4%[57.1 µM]	24.3%	COc1ccccc1NC(=O)C1=C(C)Nc2c(C(=O)Nc3cccc(C)c3)cnn2C1c1ccccc1Cl (stereo unspecified)
40	54.5%[activator]	0.1%	-18.1%	19.3%	-0.4%	/	-9.1%	16.2%	?	O=C(OCC(=O)N1CCN(c2ccccc2)CC1)c1ccc(O)cc1O
41	2.2%	-6.4%	74.4%[activator]	10.5%	-5.0%	?	-8.3%[11.4 µM]	-12.0%	?	COc1cc(NC(=O)c2cccs2)c(OC)cc1NC(=O)CCC(=O)Nc1ccc2ncccc2c1
